HT1080NT lethal: kills 2HG-producing HT-1080-NT fibrosarcoma cells; HT-1080-NT fibrosarcoma viability, CellTiter-Glo ATP luminescence, 48 h; Potency, µM (series often up to 46.1 µM), inactives show at the top dose activity, negative = less viability, actives largely listed as cytotoxic; hit rate 1.6% among 360,000;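 note: NT is the 2HG producing partner of a matched IDH1 knockdown line; potency is the fitted concentration of half-maximal effect; 0% = DMSO-treated cells and -100% = media-only wells without cells; nearly all actives have a fitted effect of over 55% in size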
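Compounds were tested in concentration-response format on HT-1080-NT cells for 48 hours at 37 degrees C. Cell viability came from CellTiter-Glo luminescence; curves were classified by r2, response magnitude and activity.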
IL-1B inflam inh: inhibitors of inflammasome signaling (IL-1 beta secretion); THP-1 LPS/ATP IL-1B secretion, AlphaLISA, 16 h; stronger effect = lower value; activity change, % at 57.5 µM; hit rate 4.7% among 360,000; in the data active = activity change below about -50%; inconclusive = mostly about -30% to -49%; note: % is set by controls: 0 for no effect and ±100 for the full control effect
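THP-1 cells pretreated 1 hr with compounds (up to 57.5 uM final), then stimulated with LPS (250 ng/mL final) plus ATP (1.25 mM final); secreted IL-1B measured by AlphaLISA after 16 hr, decreased signal indicating inhibition.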
SW480 rereplic: DNA re-replication induction in SW480 cells | SW480 DNA re-replication, Hoechst DNA content imaging, 48 h | hit rate 1.8% among 340,000 | Potency, µM (top dose mostly 46.1 µM), without a hit: at the highest dose re-replication activation, usual class: activators; note: potency is the fitted concentration of half-maximal effect; % of control where 0% means no effect; nearly all actives have a fitted effect of over 55% in size
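First, 250 cells per well were seeded. Next, compound or vehicle (23 nL) was pinned in, plates sat 48 hr at 37 C. Finally Hoechst was added for 40 min before fluorescence scanning.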
ATXN viability: cell viability loss in ATXN counter-screen. AID 651635. Potency, µM (highest dose often 56.7 µM), usual class: cytotoxic. hit rate 0.49% among 400,000. S2 cells (HEK-293 line with an ATXN2-luciferase reporter) viability, CellTiter-Fluor protease fluorescence, 24 h; note: potency is the fitted concentration of half-maximal effect; nearly all actives have a fitted effect of over 40% in size
MCF10A rereplic: induces DNA re-replication in MCF 10a normal breast cells; MCF 10A DNA re-replication, Hoechst nuclear intensity, 48 h; Potency, µM (highest dose often 46.1 µM), for the others: top-dose activity, positive = re-replication, most hits filed as activators; hit rate 2.9% among 350,000; note: potency is the fitted concentration of half-maximal effect; % of control where 0% means no effect; nearly all actives have a fitted effect of over 50% in size
ATXN2 expr inh: reduces ATXN2 reporter expression in HEK-293 cells; AID 1745845; hit rate 0.72% among 360,000; Potency, µM (top dose mostly 57 µM), for the others: at the top dose activity change, negative = inhibition, actives largely listed as inhibitors; HEK-293 ATXN2-luciferase reporter, luminescence, 24 h; note: potency is the fitted concentration of half-maximal effect; % is set by controls: 0 for no effect and ±100 for the full control effect; nearly all actives have a fitted effect of over 55% in size
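ATXN2-luciferase reporter cells (luciferase flanked by upstream and downstream ATXN2 gene portions) were treated 24 h at 37 °C with compounds at up to 57 uM. SteadyGlo luminescence gave expression; GF-AFC fluorescence gave viability.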
KB-V1 cytotox: kills drug-selected multidrug resistant KB-V1 cells; KB-V1 MDR cells viability, CellTiter-Glo, 72 h; Potency, µM (highest dose often 46.1 µM), without a hit: top-dose activity change, negative = cytotoxicity, hits mostly cytotoxic; hit rate 3.4% among 400,000; AID 1347076; note: potency is the fitted concentration of half-maximal effect; % is set by controls: 0 for no effect and ±100 for the full control effect; nearly all actives have a fitted effect of over 60% in size
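Compound-treated KB-V1 multidrug-resistant cells, 72 h, 37 degrees C; viability by CellTiter-Glo. Fitted qHTS curves give the values.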
HT1080 IDH1KD tx: toxicity to HT-1080 IDH1 knockdown cells (counter line); HT-1080 IDH1 knockdown viability, ATP luminescence, 48 h; Potency, µM (doses to about 46.1 µM), without a hit: at the highest dose activity, negative = toxicity, most hits filed as cytotoxic; hit rate 2% among 360,000; AID 686971;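 note: potency is the fitted concentration of half-maximal effect; 0% = DMSO wells and -100% = cell-free medium wells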
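Knockdown cells (IDH1KD HT-1080) received compounds 2 h after plating at 750 cells/well and were kept 48 h at 37 °C in 5% FBS RPMI. A CellTiter-Glo luminescence read gave % activity for curve fitting.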
KB-3-1 cytotox: KB-3-1 parental cell cytotoxicity; KB-3-1 viability, CellTiter-Glo ATP luminescence, 72 h; Potency, µM (highest dose often 46.1 µM), for inactives: at the top dose activity change, negative = cytotoxic, actives largely listed as cytotoxic; hit rate 1.4% among 400,000; note: potency is the fitted concentration of half-maximal effect; % is set by controls: 0 for no effect and ±100 for the full control effect; nearly all actives have a fitted effect of over 60% in size
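Cytotoxicity in the drug-sensitive parental line KB-3-1 was scored as loss of CellTiter-Glo luminescence following 72 h incubation with compound. Values come from curve fitting of normalized concentration-response data.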
Active calls of the source: *; i = inactive; ? = inconclusive; / = no result given; & = joins results of further samples; [ ] = dose if it differs, or a comment. Unless noted, calls come from the whole dose curve; as a rule, active = well fitted curve in the direction sought with a large enough effect; inconclusive = small, poorly fitted or top-dose-only effect, or another doubt; inactive = no such curve, though single readings can be large; an effect the other way counts as inactive or inconclusive.

SMILES	HT1080NT lethal	IL-1B inflam inh	SW480 rereplic	ATXN viability	MCF10A rereplic	ATXN2 expr inh	KB-V1 cytotox	HT1080 IDH1KD tx	KB-3-1 cytotox
O=C1NC(=O)c2c(Br)c(Br)c(Br)c(Br)c21	18%	-16	-2%	i	1%	21%	29%	14%	4%
Cc1ccc(C)c(N2CCN(C(=O)c3ccc(CS(=O)Cc4ccc(Cl)cc4)o3)CC2)c1 (configuration not stated)	-24%	-8	16µM*	i	?	?	?	-14%	-3%
CC(C)Oc1ccc(C(=O)Nc2nnc(SCC(=O)N3CCOCC3)s2)cc1	-2%	4	-2%	i	-4%	10µM*	2%	-4%	-9%
CC(C)C(=O)N[C@H]1CCC2C3CC=C4C[C@@H](O)CC[C@]4(C)C3CC[C@@]21C (some centres not stated)	4%	62	-5%	i	8%	1%	9%	8%	4%
CN1CCC(N(C)S(=O)(=O)c2ccc(Cl)cc2)CC1	8%	26	6%	i	15%	1%	6%	3%	?
COc1cc2ccccc2cc1C(=O)Nc1ccccc1N1CCCC1	0%	6	3%	i	14%	-7%	?	-3%	-4%
c1cc2c(nn1)CCc1nonc1-2	2%	0	1%	i	1%	2%	25%	6%	4%
FC(F)(F)c1cnc(NNC(=S)Nc2ccccc2Cl)c(Cl)c1	?	-52*	1%	i	2%	6µM*	?	?	16µM*
O=C(CNC(=O)c1ccccc1Cl)Nc1ccc(F)cc1	6%	-6	-2%	i	1%	17%	-16%	-4%	29%
COC(=O)c1cc(NC(=O)c2cccc(C(F)(F)F)c2)c(=O)oc1C	11%	?	1%	i	-2%	-8%	-19%	1%	5%
Cc1ccc(C(=O)O)cc1NC(=S)NC(=O)C(c1ccccc1)c1ccccc1	-6%	108	-9%	i	5%	3%	15%	0%	21%
CCCCn1c(N)c(N(Cc2ccccc2OC)C(=O)CN2C(=O)NC3(CCCC3)C2=O)c(=O)[nH]c1=O	9%	1	-5%	i	0%	-1%	-1%	7%	-5%
N#Cc1nc(-c2ccc(OCc3ccccc3)cc2)oc1N1CCC(C(N)=O)CC1	?	40	0%	i	1%	-22%	2%&25%	?	1%&0%
O=C(COc1ccccc1)NNC(=O)c1cc2ccccc2oc1=O	20%	0	/	i	-6%	19%	-15%	6%	0%
O=C(OCc1cn([C@@H]2CN(C(=O)C3CCCCC3)[C@@H](c3ccc(Cl)cc3)C[C@H]2O)nn1)c1ccccc1	-2%	4	/	i	/	4%	-5%	-2%	6%
COc1ccccc1NC(=O)CSc1nccn1Cc1ccc(F)cc1	3%	18	-2%	?	-1%	5%	-23%	2%	1%
Cc1ccc(S(=O)(=O)NCCCCCC(=O)NCCc2ccccc2)cc1	3%	0	0%	/	8%	/	-20%	8%	7%
O=C(Nc1ccc(S(=O)(=O)Nc2nccs2)cc1)c1cccc(S(=O)(=O)N2CCOCC2)c1	13%	0	-4%	i	0%	4%	-1%	7%	9%
CC(C)(C)C(=O)Nc1cccc(C(=O)Nc2cc(C(=O)O)cc(C(=O)O)c2)c1	9%	40	-10%	i	-64%[inhibitor]	1%	0%	3%	3%
CCn1c(C)cc(=O)cc1-c1ccc(Cl)cc1	4%	12	-5%	i	-3%	-1%	27%	-2%	-7%
CN1C(=O)Cc2cc(S(=O)(=O)CCC(=O)N3CCN(c4ccccc4F)CC3)ccc21	/	/	/	i	/	8%	-16%	/	-4%
CCN(CC(=O)Nc1c(F)cccc1F)C(=O)CCNC(=O)c1ccco1	7%	2	-42%[inhibitor]	i	-5%	4%	10%	14%	10%
O=C(COC(=O)c1ccncc1)Nc1cccc(Cl)c1	0%	-1	-4%	i	8%	48%[activator]	-5%	-4%	-4%
Nc1ccccc1-c1nc2ccccc2c(=O)o1	1%	51	20%	i	-2%	3%	0%	-13%	4%
COc1ccccc1NC(=O)/C(C#N)=C/c1ccc(OCCN2CCOCC2)c(OC)c1	8%	9	-8%	i	2%	19%	/	0%	/
CCO[C@H]1OC(C(N)=O)=C[C@@H](C2CC2)[C@@H]1CCCO	0%	13	-9%	i	-16%	6%	21%	0%	15%
O=C(c1ccc([N+](=O)[O-])cc1)N(Cc1ccco1)c1ccccn1	/	/	/	i	/	-5%	0%	/	1%
Cc1noc(C)c1-c1ccc(C(=O)NCCc2ccccc2)c2occc12	-17%	4	/	i	/	96%[activator]	?	6%	-24%
Cc1ccc(NC(=O)c2ccc(Br)o2)c([N+](=O)[O-])c1	18%	11	-16%[1.84 µM]	i	-28%	-15%	-2%	-1%	-10%
Cc1[nH]c(=O)[nH]c(=O)c1S(=O)(=O)N1CCCC(C(=O)NCCc2ccccc2)C1 (configuration not stated)	11%	-13	13%	i	8%	-10%	0%	1%	2%
CCOC(=O)c1c(C)[nH]c(C(=O)OCC(=O)N2CCN(S(=O)(=O)c3ccccc3)CC2)c1C	25%	40	?	i	15%	-6%	?	17%	6%
COCCCn1c(C)nnc1SCC(=O)NNC(=O)COc1ccc(Cl)cc1	8%	-4	-4%	i	-10%	15%	15%	4%	-4%
CC(c1ccccc1)n1c(S(=O)(=O)O)nc2ccccc21 (configuration not stated)	-2%	2	-136%[inhibitor]	i	6%	/	3%	0%	-2%
O=C(COc1ccc(S(=O)(=O)NC2CCCCC2)cc1)NC1CC1	0%	-6	8%	i	3%	-1%	-5%	1%	-15%
Cc1cccc(NC(=O)CSc2nc(=O)n(Cc3cccnc3)c3c2CCC3)c1C	/	/	/	i	/	5%	-6%	/	2%
CC(=O)Nc1ccc(NC(=O)CN2C(=O)COc3ccc(S(=O)(=O)N4CCOCC4)cc32)cc1	5%	-7	0%	i	1%	8%	18%	3%	2%
Cc1cc(C(=O)N/N=C/c2ccc3c(c2)OCO3)c2ccccc2n1	?	99	10µM*	?	?	-16%	?	4.1µM*	2.6µM*
Clc1ccccc1-c1nc(-c2cccnc2)no1	-18%	7	-2%	i	?	95%[activator]	-29%	-14%	0%
CC1=C(C(=O)Nc2ccc(C)cc2C)C(c2ccc(Cl)cc2)n2nc(C(=O)OC(C)C)nc2N1 (configuration not stated)	2%	6	-10%	i	-5%	-2%&-11%	11%&-12%	-5%	-4%&15%
CCCN1CCC(N(CCc2ccccc2)Cc2ccccc2)CC1	-10%	-13	0%	i	11%	/	12%	-15%	-8%
CNC[C@H](CC1CCCCC1)NC[C@H](CO)NCCc1cccc(C(F)(F)F)c1	?	-60*	?	22µM*	?	28µM*	-20%	?	?
CC(=O)N1CCC(CCCC2CCN(C(C)=O)CC2)CC1	?	3	-5%	i	19%	13%	8%	16%	14%
C[C@H](CO)N1C[C@H](C)[C@@H](CN(C)Cc2ccccc2)OCCCC[C@H](C)Oc2ccc(N(C)C)cc2C1=O	1%	4	/	i	/	4%	6%	-1%	1%
CCOC(=O)c1ccccc1NC(=O)CSc1ncc(CO)n1Cc1ccc(C)cc1	/	/	/	i	/	-25%	-8%	/	6%
CCOc1cc(/C=C/C(=O)O)ccc1OCCOc1ccccc1	-9%	-19	-11%	i	-3%	-25%	-21%	-16%	-6%
O=C1NCCO1	-3%	-2	1%	i	-23%	-6%	-3%	2%	0%
CCc1ccccc1N1C(=O)N(CC(=O)c2ccc(OC)cc2)c2ccccc2S1(=O)=O	/	/	/	i	/	-3%	3%	/	-1%
Cc1ccc(S(=O)(=O)NNC(=O)c2ccccc2-n2cccc2)cc1	1%	12	-5%	i	0%	15%	?	-1%	-31%
COc1cc(CNCCc2ccccc2)ccc1OCC(N)=O	6%	-7	-3%	i	-8%	-8%	17%	6%	9%
COc1ccc(/C=N/N2CCN(C)CC2)c(OC)c1OC	2%	22	1%	i	-6%	-15%	0%	5%	9%
COc1cccc(CNC(=O)c2cc(C3CC3)nc3c2cnn3C(C)C)c1	-1%	-53*	-20%	i	14%	-27%	-27%	-3%	-6%
CCCCOc1ccc(C(=O)N/C(=C\c2cccc([N+](=O)[O-])c2)C(=O)OCCC)cc1	-24%	-8	-5%	i	?	-8%	-3%	-2%	14%
COc1cc(/C=N/NC(=O)c2ccc(CSc3nncn3C)cc2)ccc1OCC(=O)N1CC(C)OC(C)C1 (configuration not stated)	9%	35	-27%	i	?	-1%	2%	8%	9%
O=C1CC(NNc2ccccc2)C(=O)N1c1ccc(N2CCCCC2)cc1 (configuration not stated)	-26%	-2	?	i	-48%[inhibitor]	-5%	9%	-19%	-7%
CN(C)/C(=N\S(=O)(=O)c1ccc(F)cc1)c1ccccc1	13%	7	-26%	i	1%	6%	12%	14%	0%
Oc1[nH]c2ccccc2c1C1=NCCCC1	?	2	6%	?	8%	6%	7%	?	13%
Cc1ccc(NC(=O)/C(C#N)=C/c2cn(CC(=O)NCc3ccco3)c3ccccc23)cc1C	24%	-12	?	/	25%	12%	-4%	8%	15%
O=C(Nc1ccccc1)c1cccc(S(=O)(=O)N2CCCCC2)c1	-2%	15	-16%	/	1%	/	0%	1%	-2%
Cc1ccc(S(=O)(=O)N2C[C@H]3C(=O)C[C@@H]4C(=O)N(c5ccccc5)C(=O)[C@@H]4[C@@H]3C[C@@H]2c2ccccc2)cc1	15%	-9	/	i	/	2%	-17%	-7%	0%
CC(=O)/C(C[N+]1(C)CCCCC1)=N\O	4%	14	-1%	i	3%	2%	4%	13%	3%

Three of the entries above in order of the IL-1B inflam inh value, ascending:
mol | IL-1B inflam inh
COc1cccc(CNC(=O)c2cc(C3CC3)nc3c2cnn3C(C)C)c1 | -53*
O=C1CC(NNc2ccccc2)C(=O)N1c1ccc(N2CCCCC2)cc1 (configuration not stated) | -2
O=C(Nc1ccccc1)c1cccc(S(=O)(=O)N2CCCCC2)c1 | 15

Compound activity from PubChem.
